# Bioassay records as filed in PubChem BioAssay.
# MITF inh: MITF inhibitors, primary screen, biochemical, AlphaScreen, human; Microphthalmia-associated transcription factor (Homo sapiens), O75030; AlphaScreen MITF homodimerization, bead proximity signal; inhibition, % at 2.6 µM; 0.91% of 650,000 active; AID 1259374, 2018; in the data active = inhibition above about 50%;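 also: 0% = vehicle wells with protein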
# TEAD-YAP inh: TEAD-YAP interaction inhibition, primary screen, TEAD-YAP interaction inhibitor project, luminescence, HEK-TIYL cells. AID 1259422, 2018. 1.4% of 640,000 active. inhibition, % at 9.12 µM. TEAD-Gal4/YAP UAS-luciferase luminescence; in the data active = inhibition above about 32%;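 also: 0% = median of test compound wells and 100% = reference inhibitor wells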
# FBW7 act: FBW7 E3 ligase activators, primary screen, biochemical, AlphaScreen, human | AID 1259310, 2017 | normalized activity (activation), % at 26.1 µM | AlphaScreen FBW7–phospho-cyclin E peptide binding, activator screen | 0.13% of 650,000 active; in the data active = normalized activity above about 1.9%;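 also: purified mutant Fbw7 with reduced substrate affinity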
# Target sequence (Q969H0 whole entry, looked up): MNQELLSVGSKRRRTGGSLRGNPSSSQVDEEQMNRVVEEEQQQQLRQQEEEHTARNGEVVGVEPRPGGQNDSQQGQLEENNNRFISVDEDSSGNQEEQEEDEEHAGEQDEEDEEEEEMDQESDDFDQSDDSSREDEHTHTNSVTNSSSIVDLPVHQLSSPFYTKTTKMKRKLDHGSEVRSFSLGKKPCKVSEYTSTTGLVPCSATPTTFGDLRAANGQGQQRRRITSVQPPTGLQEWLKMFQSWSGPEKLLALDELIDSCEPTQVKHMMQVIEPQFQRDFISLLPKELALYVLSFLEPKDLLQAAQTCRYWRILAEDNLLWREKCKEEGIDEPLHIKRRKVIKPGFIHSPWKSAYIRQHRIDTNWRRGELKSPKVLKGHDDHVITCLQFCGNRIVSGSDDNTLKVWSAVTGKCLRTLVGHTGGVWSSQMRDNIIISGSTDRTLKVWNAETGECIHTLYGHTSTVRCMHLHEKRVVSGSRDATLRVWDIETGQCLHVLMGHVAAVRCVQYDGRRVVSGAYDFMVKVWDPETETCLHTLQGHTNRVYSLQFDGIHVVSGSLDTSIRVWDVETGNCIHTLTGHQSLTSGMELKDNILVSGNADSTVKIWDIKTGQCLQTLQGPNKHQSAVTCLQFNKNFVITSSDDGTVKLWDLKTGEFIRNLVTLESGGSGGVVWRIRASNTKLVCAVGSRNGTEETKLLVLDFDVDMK
# GPR151 activ: activators of human GPR151, primary screen, cell-based, PathHunter beta-arrestin, luminescence. G-protein coupled receptor 151 (Homo sapiens), Q8TDV0. PathHunter beta-arrestin GPR151 cells. activation, % at 11.2 µM. 1% of 650,000 active. AID 1508602, 2020; in the data active = activation above about 4.9%;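 also: 0% = median of compound wells and 100% = cells with positive control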
# The depositor's hits bear a star. Not a hit list; any-hit rate near 3.5%.
1: COc1ccc(CCNC(=O)c2ccc(C)s2)cc1OC
2: O=[N+]([O-])c1cccc(Cn2nnc(-c3ccc(Cl)cc3)n2)c1
3: O=C(Nc1nnc(N2CCCCCC2)s1)Nc1ccccc1Cl
4: Cc1cccc(-c2cn[nH]c2C2CCCN(Cc3cccnc3)C2)c1 (stereo not given)
5: O=C(c1ccc(S(=O)(=O)N2CCCC2)cc1)N1CCCCC1
6: COc1cc(/C=C2/C(=N)N3N=C(C(F)(F)F)SC3=NC2=O)ccc1OCCOc1ccc(C2CCCCC2)cc1
7: O=C1NCCCCC1NS(=O)(=O)c1ccc2[nH]cc(C(=O)N3CCc4ccccc43)c(=O)c2c1 (stereo not given)
8: NCCCN(Cc1ccco1)C1CCCC1
9: CC1=C(C(=O)OCC2CCCCC2)C(c2ccc(Cl)cc2)NC(=O)N1 (stereo not given)
10: COC(=O)C(OC)c1ccc(OCc2ccccn2)cc1 (stereo not given)
assay / entry	1	2	3	4	5	6	7	8	9	10
FBW7 act	0.1	-0.1	0.1	0.6	-0.1	0.3	-0.1	0.0	0.1	0.1
MITF inh	8.3	5.2	7.8	6.7	1.9	9.0	4.0	-2.0	-17.6	12.0
GPR151 activ	0.3	2.7	3.7	0.1	0.6	-0.1	-0.4	1.8	0.0	-1.3
TEAD-YAP inh	0.3	-5.4	-4.1	-0.7	4.0	8.6	-9.5	-1.7	5.0	-14.1

11: Cc1ccccc1-n1nc2c(c1NC(=O)C1CC1)CS(=O)C2 (stereo not given)
12: CCCC1(C2CCN(C(=O)c3ccnn3C)CC2)NC(=O)N(CCc2cccs2)C1=O (stereo not given)
13: O=C(N/N=C/c1c[nH]c2c1ccc1ccccc12)c1ccc([N+](=O)[O-])cc1
14: O=C(O)c1cccc([N+](=O)[O-])c1C(=O)Nc1ccc(Cl)cc1
15: COc1ccc(-n2c(-c3ccc(F)cc3)cn3c4c(=O)n(C)c(=O)n(C)c4nc23)cc1
16: COc1ccc(Nc2nc(NCC3CCCO3)c3cc(OC)c(OC)cc3n2)cc1 (stereo not given)
17: CCOc1c(I)cc(/C=C(\C#N)c2nn(-c3ccccc3)c(N)c2C#N)cc1OC
18: CCOC(=O)Nc1ccccc1C(=O)Nc1cc(C)cc(C)c1
19: CCc1c(C)nc(/N=C(\N)Nc2ccccc2OC)[nH]c1=O
20: O=C(Nc1ccc(S(=O)(=O)N2CCC(c3nc4ccccc4[nH]3)CC2)cc1)c1ccc(Cl)cc1
assay / entry	11	12	13	14	15	16	17	18	19	20
FBW7 act	0.1	0.0	-0.1	0.1	0.2	0.2	0.4	-0.1	0.0	0.0
MITF inh	-7.6	2.1	27.9	3.3	13.5	18.3	7.7	8.1	5.5	-10.9
GPR151 activ	0.7	0.0	0.5	0.0	0.2	-0.2	1.1	1.5	0.3	1.3
TEAD-YAP inh	2.5	8.7	-14.4	7.6	-0.6	10.8	-10.6	2.6	-5.7	17.6

21: O=C(OCc1nc2ccccc2s1)c1ccc(F)cc1F
22: COc1cccc(NC2=NCC(=O)N2C2CCCC2)c1
23: O=C(CSc1ccc(-c2ccc(Cl)cc2)nn1)NCc1ccco1
24: CCN(CC)S(=O)(=O)c1ccc(OC)c(NS(C)(=O)=O)c1
25: COc1cc(OC)c(/C=N/NC(=O)c2cccc(NC(C)=O)c2)cc1Br
26: O=C(Nc1nc2c(s1)CCCC2)c1ccc(Br)s1
27: CC(C)(C)C1(C)OC(=O)C(=Cc2ccc(O)c(I)c2)C(=O)O1 (stereo not given)
28: CN(C)c1ccc(C2CC(=O)C=C(Nc3ccccc3N)C2)cc1 (stereo not given)
29: CCCC(=O)Nc1cnc(NC(=O)c2ccccc2)cc1C
30: COc1ccccc1CNCc1c(C(=O)O)c(C)n(Cc2ccccc2)c1C
assay / entry	21	22	23	24	25	26	27	28	29	30
FBW7 act	0.0	0.1	0.0	0.1	0.8	0.0	0.0	-0.1	-0.2	0.0
MITF inh	11.2	11.0	-6.6	1.0	4.8	9.5	10.0	18.3	-1.7	20.9
GPR151 activ	-0.5	-0.2	-0.7	-0.1	-0.2	-0.8	-0.3	0.6	-4.6	-0.5
TEAD-YAP inh	-38.2	-8.3	-6.8	-3.7	2.0	-50.2	-14.6	-24.3	-24.8	6.5

31: COc1ccc(C(O)=C2C(=O)c3ccccc3C2=O)cc1
32: COc1ccc(CSc2nc3ccccc3c(=O)n2-c2ccccc2)cc1OC
33: N#C/C(=C/c1ccccc1)c1nn(-c2ccccc2)c(N)c1C#N
34: CC1=C(C(=O)Nc2ccccc2)C(c2ccccc2)n2c(s/c(=C/c3ccco3)c2=O)=N1 (stereo not given)
35: CS(=O)(=O)N1CCCCC1C(=O)Nc1ccc(Cl)cc1 (stereo not given)
36: O=C(COc1nsnc1N1CCOCC1)Nc1cccc2ccccc12
37: CC(C)NC(=O)N1CCC(C(=O)N(C)C(c2ccc3c(c2)OCO3)c2ccccn2)CC1 (stereo not given)
38: CCCCCCSc1nc2sc3c(c2c(=O)[nH]1)CCc1ccccc1-3
39: CC(C)N(CCNc1nc(-c2ccc(C(=O)N3CCN(C)CC3)cc2)nc2c1ncn2C(C)C)C(C)C
40: COC(=O)c1c(NC(=O)c2cccc([N+](=O)[O-])c2)sc(C(=O)N2CCOCC2)c1C
assay / entry	31	32	33	34	35	36	37	38	39	40
FBW7 act	0.0	-0.1	0.5	-0.4	0.7	-0.1	0.6	0.4	-0.1	-0.4
MITF inh	5.0	1.9	19.0	-4.7	16.0	-8.5	0.2	16.6	-6.0	-0.2
GPR151 activ	0.7	0.9	-0.9	0.0	-0.8	0.0	-0.5	1.3	-1.3	1.7
TEAD-YAP inh	0.6	-27.3	-73.2	21.2	17.9	-4.8	4.6	5.4	30.8	18.8

# Random excerpt: four records from the list, in no set order.
18: CCOC(=O)Nc1ccccc1C(=O)Nc1cc(C)cc(C)c1
23: O=C(CSc1ccc(-c2ccc(Cl)cc2)nn1)NCc1ccco1
36: O=C(COc1nsnc1N1CCOCC1)Nc1cccc2ccccc12
33: N#C/C(=C/c1ccccc1)c1nn(-c2ccccc2)c(N)c1C#N
assay / entry	18	23	36	33
FBW7 act	-0.1	0.0	-0.1	0.5
MITF inh	8.1	-6.6	-8.5	19.0
GPR151 activ	1.5	-0.7	0.0	-0.9
TEAD-YAP inh	2.6	-6.8	-4.8	-73.2

# Continuation:
41: CCCCCc1ccc(C(=O)Cc2ccc(OCC)cc2)cc1
42: O=C(CSc1nncs1)NC(=O)C1CCCCC1
43: C=CCOC(=O)C(C)NC(=O)c1ccccc1 (stereo not given)
44: C=CCOC(=O)C1=C(C)OC(N)=C(C#N)C1c1cc2cc(C)ccc2[nH]c1=O (stereo not given)
45: O=C(C1CC12CCN(Cc1ccco1)CC2)N1CCN(Cc2ccccc2)CC1 (stereo not given)
46: COc1ccc(/C=N/NC(=S)Nc2c(C)n(C)n(-c3ccccc3)c2=O)cc1OC
47: CC(C)CCN1CCOc2ccc(CN3CCN(CCO)CC3)cc2C1
48: CCN1CCCC1CNC(=O)C1=C(C)C(=O)OC12CCCCC2 (stereo not given)
49: Cc1ccc(C(=O)C(NC(=O)c2ccco2)Nc2sc3c(c2C#N)CCCC3)cc1 (stereo not given)
50: CCOc1ccc(NC(=O)CS(=O)(=O)Cc2nc(-c3ccc(C)cc3)oc2C)cc1
assay / entry	41	42	43	44	45	46	47	48	49	50
FBW7 act	0.1	-0.1	-0.1	0.0	-0.1	0.1	0.0	-0.1	0.4	-0.1
MITF inh	-0.9	-3.1	-3.5	1.2	4.4	17.5	15.4	-5.7	14.1	2.5
GPR151 activ	-0.4	0.3	0.0	-0.7	-0.5	-0.9	0.1	0.7	1.4	-0.3
TEAD-YAP inh	-1.2	-1.0	3.2	59.1*	-17.8	5.9	-6.3	-2.4	-5.5	-7.5

51: C=CCn1c(SCC(=C)C)nc2sc3c(c2c1=O)CCCC3
52: O=C1/C(=C\c2ccc(-n3cncn3)cc2)N=C2SCCN12
53: O=C(COc1ccc(Cl)cc1Cl)Nc1cccc(NC(=O)c2ccco2)c1
54: O=C(c1nc2ccccn2c1CN1CCN(c2ccccc2F)CC1)N1CCCC1
55: COCCn1c(SCc2nc(N)nc(Nc3ccccc3C)n2)nnc1-c1ccncc1
56: COC(=O)CCN1CCN(S(=O)(=O)c2cccc(Br)c2)CC1
57: O=C(Nc1ccccc1-c1nnn(CC(=O)N2CCOCC2)n1)c1ccc(F)cc1
58: Cc1ccc(S(=O)(=O)CC(=O)N(C)C)cc1
59: Cc1nn(C)cc1CNC(=O)c1ccccc1Br
60: Cn1nccc1C(=O)n1cccn1
assay / entry	51	52	53	54	55	56	57	58	59	60
FBW7 act	-0.1	0.0	0.0	0.0	0.0	-0.1	0.0	0.7	0.0	0.3
MITF inh	6.3	10.0	8.0	5.0	12.7	5.0	6.5	4.0	8.3	8.2
GPR151 activ	-0.4	1.5	10.8*	-0.5	1.3	-1.1	0.7	0.4	0.2	-0.3
TEAD-YAP inh	-4.6	-6.0	-22.7	-0.7	8.6	7.7	4.5	12.5	9.6	-2.6

61: CCSc1nnc(NC(=O)CC)s1
62: C=CCn1c(SCc2cc(F)ccc2F)nc2cc(C(=O)NCc3ccco3)ccc2c1=O
63: Cc1nnc(Nc2ccc(CC(N)=O)cc2)c2ccccc12
64: COC(=O)C(=O)CC(=O)c1ccc(Cl)s1
65: Cc1c(C(=O)N2CCC(C)CC2)sc2nc(-c3ccc(F)cc3)cn12
66: CCc1ccccc1NCn1nnc2ccccc21
67: CCOc1ccc(N2C3=C(C(=O)CC(C)(C)C3)C(c3ccc(Cl)cc3)C3=C2CC(C)(C)CC3=O)cc1
68: COc1ccccc1C(=O)NNC(=O)OC(C)(C)C
69: CCSc1nnc(-c2ccc(C)c(S(=O)(=O)N3CCN(C)CC3)c2)c2ccccc12
70: Cc1ccc(C)c(Nc2nc(NCc3ccco3)c3ccccc3n2)c1
assay / entry	61	62	63	64	65	66	67	68	69	70
FBW7 act	0.7	0.1	-0.2	0.0	-0.1	-0.1	0.1	0.3	-0.1	0.0
MITF inh	-3.1	-95.0	1.7	-10.8	0.3	-11.2	11.4	-5.9	4.5	11.6
GPR151 activ	-1.5	-0.5	0.2	-0.4	-0.5	0.4	0.2	0.1	2.5	-0.8
TEAD-YAP inh	-4.6	3.5	0.4	-1.0	-32.8	-6.8	-5.4	0.6	3.6	16.0

71: COc1ccccc1NC(=S)NC(=O)c1ccc(F)cc1
72: CC1=NN(c2cccc(C(=O)O)c2)C(=O)/C1=C\c1ccc(-c2ccc3c(c2)COC3=O)o1
73: COc1ccc(CCC(=O)Nc2nc3c(s2)CCCC3)cc1
74: O=C1CCCc2c1n(CCN(Cc1ccccc1)Cc1ccccc1)c1ccc(Cl)cc21
75: CS(=O)(=O)Nc1ccc(-c2ccnc(Nc3cccc(S(N)(=O)=O)c3)n2)cc1
76: CCN(CC)CCNC(=O)c1c(O)c2cccc3c2n(c1=O)CCC3
77: CCCN(CCC)c1ncnc2c1cnn2-c1ccc(Cl)cc1
78: N/C(=N\OCc1ccccc1Cl)c1nonc1N
79: Cc1ccc(-c2csc3ncn(CC(=O)Nc4ccc(F)cc4F)c(=O)c23)cc1
80: Cc1ccccc1CN1CCC(N2CCC(C(=O)N3CCCC3)CC2)CC1
81: Cc1ccc(NC(=O)CCc2nc3ncccc3c(=O)n2Cc2ccccc2)cc1C
assay / entry	71	72	73	74	75	76	77	78	79	80	81
FBW7 act	-0.1	0.0	-0.1	-0.1	-0.2	-0.2	0.4	-0.2	0.8	0.0	0.0
MITF inh	4.3	4.2	-8.4	8.1	5.6	-9.1	4.8	-5.8	5.1	2.3	7.9
GPR151 activ	0.4	-1.8	1.6	0.8	0.4	2.0	1.7	-3.7	-3.2	0.5	1.5
TEAD-YAP inh	-11.1	-0.1	-36.4	-5.2	1.8	2.8	6.8	-75.0	4.8	6.3	4.8

# Single records, as listed above. Order of values: FBW7 act	MITF inh	GPR151 activ	TEAD-YAP inh
# CC1=NN(c2cccc(C(=O)O)c2)C(=O)/C1=C\c1ccc(-c2ccc3c(c2)COC3=O)o1 in the list: 0.0	4.2	-1.8	-0.1
# CCc1c(C)nc(/N=C(\N)Nc2ccccc2OC)[nH]c1=O in the list: 0.0	5.5	0.3	-5.7
# CCOC(=O)Nc1ccccc1C(=O)Nc1cc(C)cc(C)c1 in the list: -0.1	8.1	1.5	2.6
# O=C(O)c1cccc([N+](=O)[O-])c1C(=O)Nc1ccc(Cl)cc1 in the list: 0.1	3.3	0.0	7.6
# C=CCn1c(SCc2cc(F)ccc2F)nc2cc(C(=O)NCc3ccco3)ccc2c1=O in the list: 0.1	-95.0	-0.5	3.5
